Runt-SMMHC FRET: inhibitors of human RUNX1 Runt domain binding to CBFb-SMMHC | Q01196+Q13951 | 220,000 compounds, 0.74% hits | Cerulean-Runt/Venus-CBFb-SMMHC FRET ratio 530/480, 1 h | inhibition, % at 20 µM;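 active means mean inhibition across duplicate retests at 20 µM reaching about 50%, limit read from the data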;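 further: 0% = DMSO wells and 100% = wells with excess untagged CBFb-SMMHC; inhibitors lower the FRET ratio by blocking Runt binding to CBFb-SMMHC; some results filed as inactive read as strong as hits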
EP2 modulator: modulators of human EP2 prostaglandin E2 receptor. P43116. EP2-expressing cells, cAMP HTRF FRET, PGE2 co-stimulation. induction, % at 25 µM. 260,000 compounds, 0.83% hits;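 active means compounds whose cAMP rise, as percent of the full-agonist control response, exceeds 60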;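 further: rat C6 glioma line stably carrying human EP2 under a CMV promoter; the protocol text gives 20 µM as final concentration; 100% = response of wells given 1 µM PGE2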
Target sequence (P43116 whole entry, looked up): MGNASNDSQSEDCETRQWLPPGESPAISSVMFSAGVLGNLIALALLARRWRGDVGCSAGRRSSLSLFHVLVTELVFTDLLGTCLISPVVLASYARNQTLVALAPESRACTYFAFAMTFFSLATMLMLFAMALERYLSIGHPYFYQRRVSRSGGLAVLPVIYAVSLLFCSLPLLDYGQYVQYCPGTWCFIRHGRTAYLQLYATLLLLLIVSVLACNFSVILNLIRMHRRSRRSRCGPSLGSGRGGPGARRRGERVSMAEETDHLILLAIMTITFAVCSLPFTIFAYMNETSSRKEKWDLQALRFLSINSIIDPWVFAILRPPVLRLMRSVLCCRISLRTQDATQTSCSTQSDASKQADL
Runt-CBFb FRET: inhibitors of human RUNX1 Runt domain binding to CBFb | Q01196+Q13951 | 220,000 compounds, 0.46% hits | Cerulean-Runt/Venus-CBFb FRET ratio 530/480, 1 h | AID 1496 | inhibition, % at 20 µM;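 active means inhibition over about 50% at 20 µM in the single-dose screen, limit read from the data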;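 further: 0% = DMSO wells and 100% = excess unlabeled CBFb competitor control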
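Schedule: protein complex preformed 1 h, compound exposure 1 h, room temperature, dark; test system: Cerulean-labeled Runt domain protein; amount: 100 nM per protein; buffer or medium: Tris 50 mM pH 7.5, KCl, K2SO4, 0.01% BSA; read-out: loss of energy transfer signal; detection: FRET fluorescence; controls: 5 µM unlabeled CBFb as full-inhibition high control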
TNF necrop inh: blocks TNF-alpha induced death of Jurkat FADD-/- cells. Jurkat FADD-/- TNF necroptosis rescue, ATP luminescence, 24 h; 0 = TNF only, 100 = no-TNF cells. activation (protection from cell death), % at 10 µM. 220,000 compounds, 0.068% hits. AID 463075;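 active means activation, meaning protection from cell death, of at least 50% relative to plate controls; inactive means activation below 50%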;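 further: necroptosis triggered by 40 ng/mL TNF-alpha added together with compound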
EP2 antag: blocks the human prostaglandin E2 receptor EP2 | 260,000 compounds, 0.52% hits | P43116 | C6 glioma cells expressing human EP2, cAMP TR-FRET; cells stimulated with saturating PGE2 | AID 1422 | inhibition, % at 25 µM;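 active means percent inhibition above 40 after rounding to a whole number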;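 further: rat C6 glioma host cells with rolipram phosphodiesterase inhibitor present; the protocol text gives 20 µM as final concentration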
Hck Nef HTS: human Hck-Nef kinase inhibition; Recombinant Hck-YEEI plus Nef, Z-Lyte FRET kinase assay; inhibition, % at 20 µM; 220,000 compounds, 0.68% hits; AID 463187;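 active means Hck-Nef kinase inhibition above about 50%, limit read from the data; inactive means inhibition below that limit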;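 further: 0% = DMSO with Hck plus Nef and 100% = Hck alone without Nef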
Target sequence (P08631 whole entry, looked up): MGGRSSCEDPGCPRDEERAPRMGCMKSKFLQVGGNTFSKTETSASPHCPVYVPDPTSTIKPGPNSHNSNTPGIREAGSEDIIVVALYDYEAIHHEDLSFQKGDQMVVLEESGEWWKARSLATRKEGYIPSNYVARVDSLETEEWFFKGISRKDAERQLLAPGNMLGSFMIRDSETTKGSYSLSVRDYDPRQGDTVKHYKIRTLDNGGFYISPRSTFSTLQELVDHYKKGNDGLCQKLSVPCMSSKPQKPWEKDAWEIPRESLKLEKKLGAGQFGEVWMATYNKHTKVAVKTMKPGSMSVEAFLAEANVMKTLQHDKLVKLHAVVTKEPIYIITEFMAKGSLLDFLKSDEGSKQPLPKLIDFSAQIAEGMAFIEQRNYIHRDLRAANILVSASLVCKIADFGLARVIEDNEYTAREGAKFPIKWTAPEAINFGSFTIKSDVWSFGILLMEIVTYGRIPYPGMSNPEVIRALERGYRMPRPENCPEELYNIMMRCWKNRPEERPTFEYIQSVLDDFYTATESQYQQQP
RBBP9 inh: blocks human serine hydrolase RBBP9 | inhibition, % at 7.94 µM | recombinant RBBP9, FP-Rh probe fluorescence polarization | AID 1515 | 220,000 compounds, 0.2% hits;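 active means inhibition above the campaign mean of all tested compounds plus 3 SD, cut at about 14% in these data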;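 further: plate controls were DMSO wells with RBBP9 for no effect and wells lacking RBBP9 protein for full effect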
Target sequence (O75884 whole entry, looked up): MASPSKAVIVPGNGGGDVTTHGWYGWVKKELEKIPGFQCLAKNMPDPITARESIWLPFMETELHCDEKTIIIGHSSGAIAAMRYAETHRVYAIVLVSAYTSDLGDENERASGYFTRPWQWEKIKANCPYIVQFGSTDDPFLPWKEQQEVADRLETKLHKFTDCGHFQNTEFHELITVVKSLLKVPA
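Measured by – fluorescence polarization · Test system – RBBP9 protein · Input – 2.5 µM RBBP9 dispensing solution, before mixing · Measure – percent inhibition from mP, scaled between DMSO and no-protein wells · Benchmarks – DMSO-treated enzyme wells and wells lacking RBBP9 · Times – preincubation 30 min plus labeling 45 min at 25 °C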
PERK inh: inhibitors of human PERK kinase | CHO PERK-DD fusion, SEAP luminescence translation reporter | 220,000 compounds, 0.17% hits | inhibition, % at 5.6 µM | Q9NZJ5 | AID 1416;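 active means inhibition above the mean inhibition of all tested compounds plus 3 SD, set separately per screening campaign, cut at about 2.9% in these data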;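 further: PERK kinase domain activated by AP20187 dimerizer at 100 nM; 0% = DMSO with dimerizer and 100% = rapamycin at 8.4 µM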
zVAD death inh: L929 zVAD cell death inhibition | L929 zVAD necroptosis rescue, ATP luminescence, 24 h; with zVAD 60 µM | 220,000 compounds, 0.38% hits | AID 1377 | viability rescue, % at 10 µM;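 active means activation, scaled between plate controls, above about 75%, limit read from the data; inactive means activation under that limit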;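 further: 0% = zVAD with DMSO and 100% = DMSO alone without zVAD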
* hit, by the source's call; x = not tested or not shown; & = joins results of further samples. The list is partial; the hit share may differ from the screen's.

Structure	Runt-SMMHC FRET	EP2 modulator	Runt-CBFb FRET	TNF necrop inh	EP2 antag	Hck Nef HTS	RBBP9 inh	PERK inh	zVAD death inh
Cc1ccc(CC2SC(N)=NC2=O)cc1 (stereo not drawn)	0	18	2	2.7	9	20	-5	-0.8	83*
Cc1nn(C(=O)CN2C(=O)c3ccccc3C2=O)c(C)c1Br	-4	22	0	-2.2	9	5	-9	1.3	0.1
COc1ccc(C(=O)OCCNC(=O)c2c(Cl)nc3ccccn23)cc1	1	-12	-2	-8.8	12	2	8	-0.6	0.4
CCC1CCC/C1=N\NC(=O)c1cc(C)[nH]n1 (stereo not drawn)	2	11	2	1.2	14	-1	-6	1.1	-0.1
CSc1ncccc1-c1nc2ccccc2[nH]1	-6	-13	-3	-2.4	16	1	-6	-0.2	-0.8
CC1C(=O)NC(=O)C1c1ccccc1 (stereo not drawn)	-8	10	-1	3.5	3	8	-1	1.3	2.6
Cc1c(C(=O)NCCCN2CCOCC2)oc2c1C1(CCC2)SCCS1	3	5	0	2.0	1	4	-6	-0.4	3.3
CCC(=O)Nc1sc2c(c1C#N)CC(C)(CC)OC2 (stereo not drawn)	-3	-1	4	-0.5	9	2	-12	1.4	0.2
C=CCSc1nc(-c2ccc3c(c2)OCO3)cc(C(F)(F)F)c1C#N	20	30	9	-3.8	x	5	-5	2.4	-0.2
CC(=O)Nc1cccc(-c2cn3ccc(C)cc3n2)c1	-3	-28	1	-4.5	4	17	-1	-0.1	0.8
O=C(Nc1ccc2c(c1)OCO2)C1CCCN1C(=O)OCc1ccccc1 (stereo not drawn)	2	-1	0	0.3	10	-1	7	-0.5	-1.7
O=C(NC(=S)NCc1ccco1)c1ccccc1	2	-26	0	-0.6	9	-8	-3	-0.2	-0.9
CCC(C)n1ncn(-c2ccc(N3CCN(c4ccc(OC)cc4)CC3)cc2)c1=O (stereo not drawn)	-4	6	2	2.3	7	-2	-12	-0.5	-0.7
CCN1CCCC1CNC(=O)C(=O)NCc1ccccc1 (stereo not drawn)	2	-40&-8	-1	2.3	8&9	17	-2	0.0	10
COc1ccc(-c2nnc(SCC(C)C)o2)cc1	2	5	-1	1.5	1	21	7	0.5	-0.1
COc1ccc(NC(=O)C(C)Oc2ccc(/C(C)=N\O)cc2)cc1 (stereo not drawn)	-3	-21	1	0.0	x	0	0	0.8	0.1
CC(C)c1ccc(N(C(=O)c2csnn2)C(C(=O)NC(C)(C)C)c2cccnc2)cc1 (stereo not drawn)	0	3	-2	0.8	5	-2	-3	-0.4	1.7
CCNc1nc(SC(C(C)=O)C(C)=O)nc(N(C)C)n1	1	13	-1	-2.1	11	6	-5	0.6	-0.6
CCCCCn1c(=O)c(C(=O)OCC)c(Cl)c2ccccc21	2	23	0	0.3	12	21	-6	0.1	-0.7
CCOC(=O)CCNC(=O)N1CCCC(CCC(=O)N(C)CCc2ccccn2)C1 (stereo not drawn)	-1	2	0	0.3	10	20	-8	0.1	-0.1

Single records, from the list above. Order of screens: Runt-SMMHC FRET, EP2 modulator, Runt-CBFb FRET, TNF necrop inh, EP2 antag, Hck Nef HTS, RBBP9 inh, PERK inh, zVAD death inh
Shown for O=C(NC(=S)NCc1ccco1)c1ccccc1 → 2, -26, 0, -0.6, 9, -8, -3, -0.2, -0.9
Shown for COc1ccc(C(=O)OCCNC(=O)c2c(Cl)nc3ccccn23)cc1 → 1, -12, -2, -8.8, 12, 2, 8, -0.6, 0.4
Shown for O=C(Nc1ccc2c(c1)OCO2)C1CCCN1C(=O)OCc1ccccc1 (stereo not drawn) → 2, -1, 0, 0.3, 10, -1, 7, -0.5, -1.7
Shown for CC1C(=O)NC(=O)C1c1ccccc1 (stereo not drawn) → -8, 10, -1, 3.5, 3, 8, -1, 1.3, 2.6

Carrying on:
Structure	Runt-SMMHC FRET	EP2 modulator	Runt-CBFb FRET	TNF necrop inh	EP2 antag	Hck Nef HTS	RBBP9 inh	PERK inh	zVAD death inh
O=C(CN1CCOCC1)Nc1ccc(N2CCN(c3ccccc3)CC2)c(F)c1	-1	-12	0	0.5	5	7	-1	1.7	1.4
CCCn1c(N)c(N2CCCCC2)c(=O)n(CC(=O)Nc2ccccc2C)c1=O	4	0	0	-0.5	16	0	-2	-0.5	-0.1
COc1ccc(N2CCC(CNC(=S)Nc3c(C)cc(C)cc3C)C2)cc1 (stereo not drawn)	4	-6	19	-19	6	-15	-8	-1.1	-0.4
O=C1C2CC=C(Cl)CC2C(=O)N1CC1OCCc2ccccc21 (stereo not drawn)	-38	34	-5	-1.1	13	2	-4	-1.9	-0.2
O=C(NC1CCCCC1)C(=S)NC1CCCCC1	0	7	0	0.8	10	3	5	0.2	5.2
Cc1cccc(Nc2nnc(SCc3cc(=O)n4cc(C)ccc4n3)s2)c1	-5	-76	-6	0.5	4	2	-7	-0.5	1.3
COC(=O)c1c(NC(=O)CSc2ncnc3[nH]ncc23)sc2c1CCC2	-8	39	-4	0.2	11	31	-10	-0.2	10.0
Cc1cc(C)cc(N(C(=O)C(F)(F)F)C(C(=O)NC2CCCCC2)c2cccs2)c1 (stereo not drawn)	8	12	0	-2.5	13	2	-4	2.1	-0.1
CCOC(=O)c1nc(C)n(-c2ccc(Cl)cc2Cl)n1	-4	-5	2	-0.4	2	1	-5	-0.1	0.7
O=C(CCN1CCCCCC1)Nc1ccccc1F	x	18	x	0.1	5	0	0	0.6	0.5
COc1ccc(-c2cc3cc(OC)c(OC)cc3c(C)n2)cc1C	0	-95&-13	0	-0.4	17&7	7	-3	-0.6	3.0
Cc1ccc(CC(=O)N2CCN(c3ccccn3)CC2)cc1	2	7	3	1.0	13	0	-13	-0.1	-0.1
Cc1ccc(C(c2nnnn2CC2CCCO2)N2CCN(Cc3ccccc3)CC2)cc1 (stereo not drawn)	x	0	x	0.8	4	22	-4	0.0	-0.5
Cc1ccc(C(=O)N/C(=C\c2ccco2)C(=O)N2CCSCC2)cc1C	-4	-17	2	-0.1	8	-9	-1	-0.6	-0.2
O=C(Nc1cccnc1)c1ccc2snnc2c1	0	14	0	-1.9	6	-1	-10	0.3	-0.6
O=C(COC(=O)CCSc1ccc(Cl)cc1)NCc1ccc(Cl)cc1	-4	12	-1	0.9	7	-1	-3	0.1	0.3
COC(=O)c1cc(C#N)c(Oc2ccccc2)nc1C	x	x	x	-2.6	3	0	0	1.2	0.4
CNC(=O)C1(C)C=CCN1C(=O)c1ccccc1 (stereo not drawn)	77	24	-2	1.7	8	-3	-7	0.7	4.5
CCc1cc(-c2n[nH]c(=S)n2-c2ccccc2C)cs1	14	9	2	-0.2	x	-4	-7	0.0	0.0
Cc1ccc(-c2nc3ccccc3o2)cc1NC(=S)NC(=O)c1cc2ccccc2o1	4	15	1	-0.2	9	5	10	1.3	-0.6
COc1ccc(C2/C(=C(/O)c3ccc4c(c3)CC(C)O4)C(=O)C(=O)N2CCN2CCOCC2)cc1 (stereo not drawn)	3	30	2	0.1	8	0	-2	2.1	-0.6
Cc1cc(C)nc(NC(C)(C)C(=O)O)n1	2	17	2	0.3	3	20	1	1.0	1.6
OC(CSc1ccccc1Cl)CN1CCN(c2ccccc2F)CC1 (stereo not drawn)	4	-29	0	-1.7	8	-1	-4	-0.3	0.4
Cc1ccc(C(=O)N/C(=C\c2ccccc2)C(=O)NCCCn2ccnc2)cc1	0	3	0	1.5	10	18	-1	0.1	0.4
COc1ccc(/C=C\C(=O)c2c(O)ccc3c(C)cc(=O)oc23)cc1OC	0	-2	-1	-13	11	8	-17	-1.3	10
COC(=O)CCCC1=CC2=C(c3ccccc3)C(=O)C(C)(OC(=O)C3CCCC3)C(=O)C2=CN1c1ccc(OC)cc1 (stereo not drawn)	-10	-18	-6	-0.5	21	26	x	x	-0.1
Cc1ncc(CSc2nnnn2-c2ccccc2)c(N)n1	4	14	0	0.7	10	-14	-4	-0.8	-1.1
C=CCn1c(SCC(=O)c2[nH]c(C)c(C(=O)OCC)c2C)nc2scc(-c3ccc(OC)c(OC)c3)c2c1=O	3	-13	0	1.9	4	7	-4	-0.1	0.7
COc1ccc(-c2nc(SC(CC(=O)NCc3ccccc3)c3ccc(OC)c(OC)c3)n[nH]2)cc1 (stereo not drawn)	-1	25	1	3.4	2	3	-7	-0.1	2.6
CCOC(=O)c1cnc2c(-c3cccc(Br)c3)cnn2c1C	-9	6	-3	2.1	8	6	4	0.5	1.1
Clc1ccc(-n2nnnc2SCc2c(-c3ccccc3)nc3sccn23)cc1	2	-34	5	1.4	5	2	-2	-0.3	0.3
COc1cc(-c2nc(CN3CCCN(C(=O)c4ccco4)CC3)c(C)o2)ccc1F	-4	-55	-2	0.8	12	15	-4	-0.6	0.1
COC(/C=C/Nc1ccc(Cl)cc1)=C(C#N)C#N	4	-1	0	0.4	7	18	-12	0.7	-0.6
CSc1nnc(-c2ccc(S(=O)(=O)N3CCCC3)cc2)n1C	-3	3	1	-2.6	6	1	-8	1.3	0.8
CC(C)CC(=O)Nc1nnc(SCC(=O)Nc2ccc(F)cc2)s1	2	-22	0	1.3	2	23	8	0.5	2.1
COc1ccc(C(C)=O)cc1CSc1nc2cc(C(=O)O)ccc2c(=O)n1Cc1ccccc1	-15	64*	-3	0.9	12	-133	-8	0.8	0.2
O=C(CSc1nnc(CNC(=O)c2ccco2)o1)NC1CCCC1	-5	17	3	1.5	6	1	2	0.3	0.9
COc1ccc(C(=O)NCCc2ccc(S(N)(=O)=O)cc2)cc1OC	0	-6	0	-0.1	6	5	-6	1.4	-0.1
CC(C)c1nnc(NC(=O)CCC(=O)NCCc2ccccc2)s1	2	13	-1	4.1	13	-4	6	-0.1	0.3
O=C(NCCc1ccc(F)cc1)c1ccc([N+](=O)[O-])cc1	-2	-9	0	-0.6	2	1	-3	0.2	0.8

Two entries from above in a different format.
CCOC(=O)c1cnc2c(-c3cccc(Br)c3)cnn2c1C
  Runt-SMMHC FRET = -9
  EP2 modulator = 6
  Runt-CBFb FRET = -3
  TNF necrop inh = 2.1
  EP2 antag = 8
  Hck Nef HTS = 6
  RBBP9 inh = 4
  PERK inh = 0.5
  zVAD death inh = 1.1

Cc1cc(C)nc(NC(C)(C)C(=O)O)n1
  Runt-SMMHC FRET = 2
  EP2 modulator = 17
  Runt-CBFb FRET = 2
  TNF necrop inh = 0.3
  EP2 antag = 3
  Hck Nef HTS = 20
  RBBP9 inh = 1
  PERK inh = 1.0
  zVAD death inh = 1.6

Bioassay records (PubChem)
